Screening data deposited in PubChem BioAssay by Johns Hopkins Ion Channel Center.
KCNQ2 block: KCNQ2 potassium channel inhibitors, primary screen, cell-based, CHO-K1, FluxOR thallium flux, B-score (AID 2156) | O88943 | 20 min; stronger effect = lower value | B-score at 10 µM | hit rate 1.1% among 310,000;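 active means fluorescence ratio B-score at most minus 3 library SDs, with starting brightness B-score within 2 library SDs, cut at about -5.5 in these data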
Target sequence (O88943 whole entry, looked up): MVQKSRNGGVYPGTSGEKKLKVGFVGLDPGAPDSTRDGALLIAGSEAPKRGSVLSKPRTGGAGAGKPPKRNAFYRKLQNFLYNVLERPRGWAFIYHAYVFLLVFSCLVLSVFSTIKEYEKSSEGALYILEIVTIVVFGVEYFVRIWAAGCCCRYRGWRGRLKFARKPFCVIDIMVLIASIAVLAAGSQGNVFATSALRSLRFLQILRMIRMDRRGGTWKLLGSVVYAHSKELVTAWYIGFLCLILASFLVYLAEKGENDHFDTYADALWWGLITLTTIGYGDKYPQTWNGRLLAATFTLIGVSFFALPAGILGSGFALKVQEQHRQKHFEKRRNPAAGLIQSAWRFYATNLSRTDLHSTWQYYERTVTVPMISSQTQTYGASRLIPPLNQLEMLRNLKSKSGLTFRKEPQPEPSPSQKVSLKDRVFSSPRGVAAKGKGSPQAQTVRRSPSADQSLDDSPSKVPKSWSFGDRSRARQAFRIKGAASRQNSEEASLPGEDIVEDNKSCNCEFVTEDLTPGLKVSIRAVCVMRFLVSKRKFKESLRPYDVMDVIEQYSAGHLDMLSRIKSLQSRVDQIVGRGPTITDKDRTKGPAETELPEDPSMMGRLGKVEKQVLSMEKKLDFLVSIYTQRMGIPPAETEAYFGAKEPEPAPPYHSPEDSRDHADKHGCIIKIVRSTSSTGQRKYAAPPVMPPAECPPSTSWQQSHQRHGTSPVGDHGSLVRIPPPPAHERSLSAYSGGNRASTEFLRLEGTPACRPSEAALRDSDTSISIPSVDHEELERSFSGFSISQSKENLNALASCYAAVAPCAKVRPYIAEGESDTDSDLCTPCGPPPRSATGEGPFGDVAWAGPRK
Kir21 block: inhibitors of mouse Kir2.1 inward-rectifier potassium channel. P35561. HEK293-Kir2.1, FluxOR thallium flux fluorescence; stronger effect = lower value. B-score at 10 µM. hit rate 0.85% among 310,000. AID 1672;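 active means fluorescence ratio B-score at or below minus 3 SD of library scores, with starting-brightness B-score within 2 SD, cut at about -4.2 in these data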;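 further: channel flux triggered by added potassium and thallium sulfate stimulus; B-score of peak minus minimum fluorescence over baseline after thallium stimulus; more negative B-score means stronger Kir2.1 block with less thallium influx; some compounds called inactive have numbers as strong as hits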
Numbers without * were called inactive; i = inactive; & = joins results of further samples.

SMILES	KCNQ2 block	Kir21 block
CCOc1ccccc1-c1n[nH]c(=S)o1	i	0.95
O=C(c1ccc(SCc2ccco2)c([N+](=O)[O-])c1)N1CCOCC1	i	1.5
COC(=O)c1ccc(S(=O)(=O)N2CCCN(Cc3cccc(Br)c3F)CC2)n1C	i	0.13
Cc1cccc(NC(=S)N(C)Cc2cn(C)c3ccccc23)c1	i	0.38
Nc1nc(SCC(=O)c2cc3ccccc3o2)n[nH]1	i	-0.96
O=C(C1CCC1)N1CCN(c2ccc(C(F)(F)F)cc2[N+](=O)[O-])CC1	i	-0.01
COc1ccccc1N1CCN(C(=S)NC(=O)/C=C/c2ccccc2)CC1	i	0.05
CN(CC(=O)Nc1ccc(F)cc1)C(=O)CSc1nc2ncc(Cl)cc2[nH]1	i	-0.04
Cn1c(CNc2nc3ccccc3n2CCN2CCCCC2)nc2ccccc21	i	1.2
CN(Cc1ccccc1)S(=O)(=O)c1ccc(OCC(=O)N2CCOCC2)cc1	i	1.4
CC(C)N1CCC(N2CCN(Cc3cc(F)ccc3-n3cccn3)CC2CCO)CC1 (stereo unspecified)	i	-2.2
Cc1ccc(CSc2ncccc2C(=O)O)cc1	i	0.17
Cc1cccc(C(=O)c2ccccc2C(=O)O)c1	i	1.3
CCN(CC(O)Cn1c2ccccc2c2ccccc21)S(=O)(=O)c1ccc(C)cc1 (stereo unspecified)	i	0.56
COc1ccc(N2CCN(C(=O)c3[nH]c4ccc(OC)cc4c3C)CC2)cc1	i	-0.37
Cc1ccc(S(=O)(=O)N2CCN(C(=O)CN3CCOCC3)C2)cc1	i	0.18
Clc1ccc(-c2nnc(C3CC3)o2)cc1	i	0.02
CC(=O)c1ccc(N2CCN(CCC#N)CC2)c(F)c1	i	1.3
CCC(=O)N(Cc1ccco1)c1nc(-c2ccc(OC)cc2)cs1	i	1.7
COc1ccc(C2CC2/C(=N/O)c2ccccc2)cc1 (stereo unspecified)	i	-1.4
Cc1ccc(CNC(=O)C2CCCN(S(=O)(=O)c3c(C)noc3C)C2)cc1 (stereo unspecified)	i	1.6
CN1CCN(C2=C(Cl)C(=O)N(c3ccc(Cl)cc3)C2=O)CC1	i	-1.3
O=c1c2[nH]c3ccc(F)cc3c2nc2n1CCCS2	i	0.44
OC(CCc1ccncc1)c1ccccc1 (stereo unspecified)	i	-0.09
Cc1ccc2oc(C(=O)Nc3ccc(S(=O)(=O)Nc4ncccn4)cc3)c(C)c2c1	i	2.2
CC1CCN(C(=O)C2CCCN(S(=O)(=O)c3cccc4nsnc34)C2)CC1 (stereo unspecified)	i	0.05
CCOC(=O)N1CCC2(CC1)C(C#N)=C(N)Oc1n[nH]c(C)c12	i	0.87
COc1cc(OC)c2ccc(=O)oc2c1C(CCN1CCN(c2ccccc2)CC1)c1ccc2c(c1)OCO2 (stereo unspecified)	i	-0.17
COC(=O)[C@@H]1C[C@H]2CC[C@H](O)C[C@H]2N1Cc1ccc(N2CCN(C)CC2)cc1	i	-1.3
O=C(NCCc1csc(-c2ccccc2)n1)c1ccc(Br)o1	i	-1.9
Cc1ccc(CNC(=O)C2CCC(=O)N2Cc2ccc(F)cc2)cc1 (stereo unspecified)	i	-0.61
COC(=O)c1sc(NC(=O)c2c(C)noc2C)nc1C	i	-0.51
COc1ccc(-c2ccc(N(C)C)cc2)cc1[C@H]1[C@@H]2C=CCC[C@@]2(C)C(=O)N1Cc1ccccc1	i	1.3
COc1ccc(-c2oc3cccnc3c2C#CCO)cc1	i	-0.17
Cc1ccccc1OCC(=O)N1CCCCCCC1	i	0.02
COC(C[C@@H]1O[C@H]1[C@H](O)COCc1ccccc1)OC	i	-0.68
COc1ccc2nc(NC(=O)c3ccco3)sc2c1	i	0.06
CCc1nn(CCCC(=O)NCc2ccccc2Br)c(=O)c2cc3occc3n12	i	-0.15
CCOc1ccc(NC(=O)CN(C)S(=O)(=O)c2cnc[nH]2)cc1	i	-0.77
CCOC(=O)Cc1cc(=O)n2[nH]cc(-c3ccc(Cl)cc3)c2n1	i	0.14
COCCNC(=O)c1cc2sccc2n1C	i	1.4
CC(=O)NNC(=O)c1sc(=S)n(C)c1C	i	2.1
O=C(c1ccc2c(=O)n3c(nc2c1)CCCCC3)N1CCN(c2ccc(Cl)cc2)CC1	i	1
Cc1cccn2c(=O)nc(SCC(=O)N3CCOCC3)nc12	i	1.2
CCC(=O)Nc1c(C)cc(C)cc1Cl	i	0.02
CCOc1ccccc1N1CCN(C2=C(NS(=O)(=O)c3cccs3)C(=O)c3ccccc3C2=O)CC1	i	1.5
CC(=O)Nc1cccc(NC(=O)CSc2nccn2Cc2ccccc2)c1	i	-0.07
CCc1nc2c(c(SC)nn2-c2ccccc2)c(N)c1C(=O)OC	i	-1.6
O=C(CN1CCCCCC1)Nc1ccc(Br)cc1	i	1.3
O=C(O)CCc1ccc(-c2ccc(Br)cc2)o1	i	-0.92

One compound at a time (already shown).
Shown for `CCOc1ccccc1-c1n[nH]c(=S)o1` = KCNQ2 block: i; Kir21 block: 0.95
Shown for `COc1ccc2nc(NC(=O)c3ccco3)sc2c1` = KCNQ2 block: i; Kir21 block: 0.06

Next part.
SMILES	KCNQ2 block	Kir21 block
CCCCN(C(=O)/C=C/c1ccco1)c1c(N)n(Cc2ccccc2)c(=O)[nH]c1=O	i	-2.1
COc1cc(C2C(C#N)=C(N)Oc3cc(C)n(CC4CCCO4)c(=O)c32)cc2c1OCO2 (stereo unspecified)	i	-2.6
Cc1ccc(NC(=O)CCN2C(=O)C3C4CCC(C4)C3C2=O)cc1Cl (stereo unspecified)	i	0.34
CN(CC(=O)O/N=C(\N)c1ccccn1)S(=O)(=O)c1ccc(Br)cc1	i	-0.82
CC(NC(=S)Nc1ccccc1C(F)(F)F)C1CC2CCC1C2 (stereo unspecified)	i	1.5
O=C(CCC1N=C2c3ccccc3N=C(SCc3ccccc3Cl)N2C1=O)NCc1ccco1 (stereo unspecified)	i	1.1
OCCC1CN(CCCc2ccccc2)CCN1Cc1ccccc1 (stereo unspecified)	i	-0.38
O=C(Nc1nc2ccc(S(=O)(=O)N3CCCC3)cc2s1)C1CCCCC1	i	2.1
COCCN1C(=O)N[C@@H](c2cccs2)C(C(=O)OC)=C1C	i	0.26
Cc1ccc2sc(N(CCCN(C)C)C(=O)c3ccc(S(=O)(=O)N4CCCCCC4)cc3)nc2c1C	i	-0.01

Four of these compounds in a different format.
Structure: CCCCN(C(=O)/C=C/c1ccco1)c1c(N)n(Cc2ccccc2)c(=O)[nH]c1=O
  KCNQ2 block = i	Kir21 block = -2.1
Structure: COc1cc(C2C(C#N)=C(N)Oc3cc(C)n(CC4CCCO4)c(=O)c32)cc2c1OCO2 (stereo unspecified)
  KCNQ2 block = i	Kir21 block = -2.6
Structure: Cc1ccc(NC(=O)CCN2C(=O)C3C4CCC(C4)C3C2=O)cc1Cl (stereo unspecified)
  KCNQ2 block = i	Kir21 block = 0.34
Structure: CN(CC(=O)O/N=C(\N)c1ccccn1)S(=O)(=O)c1ccc(Br)cc1
  KCNQ2 block = i	Kir21 block = -0.82

Further results.
SMILES	KCNQ2 block	Kir21 block
COc1ccc(N=C2C(=O)N3c4c(cccc42)C(C)=CC3(C)C)cc1	i	-1.1
CCc1c(C)nc2ncnn2c1NCCc1ccccc1	i	1.5
Cc1nn(-c2ccccn2)c2c1C(c1c(F)cccc1Cl)C1=C(N2)c2ccccc2C1=O (stereo unspecified)	i	-1.4
COC(=O)[C@H](Cc1ccccc1)N(C)S(=O)(=O)c1cccc(S(=O)(=O)N(C)[C@@H](Cc2ccccc2)C(=O)OC)c1	i	1.5
CCOC(=O)C1CCCN(C2=NC(=O)/C(=C/c3ccc(OC)cc3)S2)C1 (stereo unspecified)	i	-0.05
COc1ccc(NC(=S)N2CCC(N(C)CCN3CCOCC3)CC2)cc1Cl	i	-1.6
C[C@@H]1CCC[C@@]2(O[C@H](CCO)C[C@@H](O)[C@@H]2O)O1	i	1.3
O=C(COC(=O)C1(c2ccccc2F)CCCC1)NCc1ccc2c(c1)OCO2	-7.1*	-0.64
CC(C)(C)C(=O)NC(=S)Nc1ccccc1C(=O)Nc1ccccc1	i	-0.45
O=C(CSCc1n[nH]c(=O)[nH]1)NCCOc1cccc(Oc2ccccc2)c1	i	0.11
CCOC(=O)C[n+]1c(C)sc2ccc(OC)cc21	i	1.6
CC(=O)NNC(=O)CC(=O)Nc1nc(C23CC4CC(CC(C4)C2)C3)cs1	i	-2.2
Cc1ccc(Cn2c(N3CCN(C)CC3)nc3c2c(=O)[nH]c(=O)n3C)cc1	i	-0.01
O=C(Nc1cccc(F)c1)NC1CCCCCCC1	i	1.3
Cn1nnnc1SCC(=O)N1c2ccccc2CCc2ccccc21	i	0.28
CC(=O)Nc1nc(S(=O)(=O)c2ccc(C)cc2)c(Cl)s1	i	1.1
Cc1cc(C)n(CC(C)NC(=O)c2cc(COc3c(F)cccc3F)on2)n1 (stereo unspecified)	i	0.19
COc1ccc(N2CCN(CCCNC(=O)Cn3c(=O)c4cccn4c4ccccc43)CC2)cc1	i	-0.17
Cc1ccccc1-c1nc(CN2CCC(C(=O)NC3CC3)CC2)c(C)o1	i	-0.11
Cn1nc([N+](=O)[O-])nc1Oc1ccc2ccccc2c1	i	-0.16
CCOC(=O)N1CCN(C(=O)c2ccc(N3C(=O)c4ccccc4C3=O)cc2)CC1	i	-0.48
COC(=O)C1=C(C)N(CCc2ccc(OC)c(OC)c2)C(=O)/C1=C\c1ccc(O)cc1	i	0.95
COc1ccc(CNC(=O)c2cc3ccccc3oc2=O)cc1	i	0.15
Cc1c(OC(C)C(=O)NCCN2CCOCC2)ccc2c(-c3ccccc3)cc(=O)oc12 (stereo unspecified)	i	1.5
CCCCCOC(=O)C1=C(C)NC(=O)NC1c1ccccc1 (stereo unspecified)	i	2
COc1ccc(CNC(=O)CSCc2c(F)cccc2Cl)cc1	i	-0.07
CNc1nc(NCc2ccccc2)c2ccccc2n1	i	-5.4*
Cc1cccc(NS(=O)(=O)c2ccc(Oc3ccccc3)cc2)n1	i	-2.2
CN(Cc1ccccc1)S(=O)(=O)c1cccc2cccnc12	i	-3.2
Cc1ccc(/C=C2/N=C(c3ccccc3)NNC2=O)cc1	i	0.02
O=C(O)CSCC(=O)Nc1ccc(S(=O)(=O)N2CCCCC2)cc1	i	-0.02
Cc1cccc(OCC(=O)N=Nc2c(O)[nH]c3ccc([N+](=O)[O-])cc23)c1	i	0.56
Oc1ccccc1-n1c(-c2ccccc2)ccc1-c1ccccc1	i	1.6
Cc1cccnc1NC(=O)Cn1c(=O)oc2ccccc21	i	-1.6
CC1CCN(CC(=O)N2CCN(c3ccccc3)CC2)CC1	i	-0.42
CCOc1ccc(-c2cn[nH]c2N)cc1	i	-0.44
CCOc1ccc(CNC2CCCCCCC2)cc1OC	i	-0.99
CCN(C(=O)CSc1ncn[nH]1)c1c(N)n(Cc2ccccc2)c(=O)[nH]c1=O	i	-1.4
COCCNc1nc(C(C)(C)C)nc2c1nnn2Cc1ccccc1Cl	i	-1.4
COC(=O)c1ccc(CSc2ccc3nnc(-c4cccc(F)c4)n3n2)o1	i	-0.05
CC(C)CN(C(=O)c1cccc(S(=O)(=O)N2CCN(Cc3ccccc3)CC2)c1)C1CCS(=O)(=O)C1 (stereo unspecified)	i	-0.7
CC(C)C(C)NC(=O)CSc1nc2scc(-c3ccco3)c2c(=O)n1-c1ccccc1 (stereo unspecified)	i	-0.26
C[C@H]1CCC[C@@]2(O[C@@H](CCO)C[C@@H](O)[C@@H]2O)O1	i	2.3
O=C(O)C1CCC(=O)N1C1CCCC1 (stereo unspecified)	i	2.1
CCN1C(=O)c2cccc3c(S(=O)(=O)NCc4ccco4)ccc1c23	i	-2
C/C(=N\OC(=O)Nc1ccccc1)c1ccc(C)cc1	i	0.03
S=c1nc(-c2ccccc2Cl)n(Cc2cccnc2)c2c1CCCC2	i	0.6
S=C(NCc1ccco1)N1CCN(C/C=C/c2ccccc2)CC1	i	-0.13
Oc1ccc(NC(=S)Nc2ccccc2)cc1	i	-0.99&0.88
CCOc1ccc(C(=O)c2ccccc2C(=O)O)cc1OCC	i	0.15
Going on with the list:
SMILES	KCNQ2 block	Kir21 block
CCCOc1nc2c(c(=O)n(C)c(=O)n2C)n1C	i	0.65
COCCNS(=O)(=O)c1ccc(-c2ccc(Cl)cc2)cc1	i	0.93
CCN1CCN(C(=O)c2c(-c3c(F)cccc3Cl)noc2C)CC1	i	0.61
COc1ccc(N2CCCC2=N)c(OC)c1	i	0.1
Cc1cccc(C(=O)Oc2cccc3c(O)cccc23)c1	i	-0.14
Nc1nc2c(ncn2COCCO)c(=O)[nH]1	i	0.81
CCOc1ccc(-n2ccnc2SCC(=O)N2CCCc3ccccc32)cc1	i	-6.7*
COC(=O)CCCC(=O)NC(C)c1cnn(-c2ccccc2C)c1C (stereo unspecified)	i	0.47
CC1CC(c2ccccc2)=Nc2ccccc2N1 (stereo unspecified)	i	-1.3
Cc1nc2c(n1C1CCCCC1)C(=O)c1ccccc1C2=O	i	-0.12
Brc1c(CSc2nc3ccccc3o2)nc2ncccn12	i	-0.87
Cc1ccc(C(=O)N(Cc2nc3ccccc3c(=O)[nH]2)C2CCCC2)cc1	i	0.83
COc1ccc(N/C=C(\C=C\C#N)S(=O)(=O)c2ccccc2)cc1	i	-0.74
Cc1cccc(C(=O)NNC2=C(C(=O)C(F)(F)F)CCC2)c1O	i	1
Cc1cccn2cc(CCNS(=O)(=O)c3ccc([N+](=O)[O-])cc3)nc12	i	-0.13
